# Screening data as filed in PubChem.
# SIRT5 inh: sirtuin-5 (human) deacylase inhibition; Purified SirT5, succinyl-peptide AMC, trypsin-coupled fluorescence; hit rate 1.1% among 330,000; inhibition, % at 15 µM; in the data active means inhibition above about 15%; inconclusive means no clear call, values can overlap the other calls
# Target sequence (Q9NXA8 whole entry, looked up): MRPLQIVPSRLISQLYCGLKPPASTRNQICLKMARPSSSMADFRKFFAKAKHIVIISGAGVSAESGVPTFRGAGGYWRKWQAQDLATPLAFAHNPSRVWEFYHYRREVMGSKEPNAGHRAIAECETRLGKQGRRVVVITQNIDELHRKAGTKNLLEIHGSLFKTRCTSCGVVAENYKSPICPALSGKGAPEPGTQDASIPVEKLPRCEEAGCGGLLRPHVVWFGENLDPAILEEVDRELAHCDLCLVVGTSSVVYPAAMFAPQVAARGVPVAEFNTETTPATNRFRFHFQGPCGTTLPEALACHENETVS
# PglD inh: PglD (C. jejuni) enzyme inhibition; inhibition, % at 12.5 µM; hit rate 0.098% among 360,000; purified PglD enzyme, DTNB colorimetric CoA detection; AID 602405; in the data active means inhibition above about 16%, passing the limit was not always enough; inconclusive means no clear call, values can overlap the other calls; further: strong numbers were not always called active
# C2C12 statin: suppressors of simvastatin-induced myotoxicity in C2C12 myotubes. ATP luminescence, 48 h; scaled: DMSO 0, geranylgeraniol control 100. rescue of ATP level, % at 7.49 µM. hit rate 0.78% among 330,000;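 active means mean ATP rescue above about 67%, or every replicate alone reaching that limit, limit read from the data, passing the limit was not always enough; inconclusive means no clear call, values can overlap the other calls; inactive means mean under the limit and some replicate under it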;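 further: myotubes were challenged with 10 µM simvastatin during compound exposure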
# E-sel inducer: induces E-selectin expression in human endothelial cells; HUVEC E-selectin immunofluorescence imaging; normalized: neutral wells 0, TNF-alpha wells 100; hit rate 0.37% among 260,000; P16581; activation, % at 7.58 µM;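 active means mean E-selectin-positive cell signal at least 10% of the positive control, reached in at least 60% of replicates, without over 20% cell loss; inconclusive means no rule given, readout overlaps actives, possibly toxicity-flagged; inactive means the rest, including those meeting only one limit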;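 further: in these data hits start at about 27%; measured in HUVEC primary endothelial cells; signal is the percent of cells scored E-selectin positive by PE staining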
# Target sequence (P16581 whole entry, looked up): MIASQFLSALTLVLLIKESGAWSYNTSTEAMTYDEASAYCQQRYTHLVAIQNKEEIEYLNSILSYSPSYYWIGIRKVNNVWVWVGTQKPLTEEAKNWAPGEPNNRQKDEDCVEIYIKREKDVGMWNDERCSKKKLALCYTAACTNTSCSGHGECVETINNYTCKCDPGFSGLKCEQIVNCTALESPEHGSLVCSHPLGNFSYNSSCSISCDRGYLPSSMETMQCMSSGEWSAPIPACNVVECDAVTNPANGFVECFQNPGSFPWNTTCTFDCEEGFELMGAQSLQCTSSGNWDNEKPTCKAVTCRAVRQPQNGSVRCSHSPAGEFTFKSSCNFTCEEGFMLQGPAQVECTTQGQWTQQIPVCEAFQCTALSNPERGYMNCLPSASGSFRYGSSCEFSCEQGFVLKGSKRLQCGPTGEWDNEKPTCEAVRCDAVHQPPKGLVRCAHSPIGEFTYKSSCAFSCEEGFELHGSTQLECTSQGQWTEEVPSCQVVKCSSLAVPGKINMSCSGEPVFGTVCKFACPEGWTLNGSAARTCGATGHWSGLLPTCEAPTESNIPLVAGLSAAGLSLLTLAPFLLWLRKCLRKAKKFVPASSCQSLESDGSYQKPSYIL
#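 Test system – human umbilical vein endothelial cells (HUVEC), E-selectin induction · Input – 3,000 HUVEC seeded per well · Buffer or medium – EGM-2, gelatin · Compound dosing – single-point compound dose · Detection – immunofluorescence imaging · Measure – percent E-selectin-positive cells · Controls – TNF-alpha high, DMSO low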
# S100A4 MyoIIA: blocks human S100A4 binding to myosin IIA peptide | P26447 | S100A4/TAMRA-MyoIIA peptide fluorescence polarization | inhibition, % at 10.7 µM | hit rate 0.14% among 360,000 | AID 652163;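 active means mean inhibition of at least 70% across replicates, with every replicate also reaching that level; inconclusive means mean inhibition reaches 70% but some replicates fall short; inactive means mean inhibition below 70%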
# Target sequence (P26447 whole entry, looked up): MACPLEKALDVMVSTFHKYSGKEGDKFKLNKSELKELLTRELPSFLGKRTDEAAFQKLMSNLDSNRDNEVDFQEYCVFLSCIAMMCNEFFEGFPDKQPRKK
#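 Material: S100A4 monomer protein | Medium: HEPES pH 7.2 with CaCl2, KCl, NaCl, DTT, Triton | Reagent: Labelled myosin peptide probe, 5 nM | Doses: One dose per compound | Times: 5 min incubation before reading | Benchmarks: Neutral control DMSO, positive control TFP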
# DENV2 CPE: protects cells from dengue virus 2 cytopathic effect; DENV2-infected cells, cytopathic effect rescue, plate reader; CPE inhibition, % at 9.99 µM; hit rate 1.7% among 350,000; AID 651640; in the data active means CPE inhibition above about 20%, passing the limit was not always enough; inconclusive means no clear call, values can overlap the other calls; tested in BHK-21 cells;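 further: 0% = median of neutral control wells and 100% = median of positive control wells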
# ERp5 block: inhibitors of human ERp5. Q15084. ERp5 insulin aggregation, absorbance 650 nm, 90 min. inhibition, % at 9.99 µM. hit rate 0.05% among 350,000;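 active means mean replicate inhibition above about 25%, with every replicate also reaching it, limit read from the data, passing the limit was not always enough; inconclusive means only one of those two criteria met; inactive means neither criterion met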
# * hit, by the source's call; ? = inconclusive; / = no result given; & = joins results of further samples. Only part of the results is shown, so the mix of outcomes need not match the whole.
SMILES,SIRT5 inh,PglD inh,C2C12 statin,E-sel inducer,S100A4 MyoIIA,DENV2 CPE,ERp5 block
Cc1ccc(CN2CC(N3CCC[C@@H]3C)CS2(=O)=O)cc1 (stereo partly drawn),0,/,/,0.0,-6,5,-3
COc1ccc(NC(=O)Nc2ccc3c(c2)C(=O)N([C@H](C)CO)C[C@H](C)[C@H](CN(C)C(=O)Nc2cccc4ccccc24)OCCCC[C@H](C)O3)cc1,14,0,21,0.1,1,1,4
N=C1/C(=C\c2ccc(OC(=O)c3ccccc3Cl)cc2)C(=O)N=C2SC(N3CCOCC3)=NN12,2,3,1,/,-2,-6,0
O=C(Cc1ccccn1)N[C@H]1CC[C@@H](CCn2cc(-c3ccc(F)cc3)nn2)O[C@H]1CO,5,/,/,-0.1,14,-3,9
COc1ccc(S(=O)(=O)N2CCCCN3[C@H](CO)[C@H](c4ccc(-c5cccnc5)cc4)[C@@H]3C2)cc1,3,0,/,0.4,2,-12,1
CC(C)NC(=O)c1cc(C2CCCCN2C(=O)c2ccccc2)on1 (stereo not drawn),-1,2,-3,-0.2,2,10,-6
Nc1c(-c2cccs2)nc2ccccn12,-1,2,6,0.4,1,-9,-1
O=C(Cn1c(NCCO)nc2ccccc21)c1ccccc1,3,4,0,/,1,/,1
Cc1ccc(N2C(=O)C(CN3CCCCC3)C2c2ccccc2)cc1 (stereo not drawn),-6,/,/,/,9,5,5
CNC(=O)C[C@@H]1CC[C@H]2[C@H](COc3ccc(NS(=O)(=O)c4cccc(F)c4)cc3C(=O)N2C)O1,-11,1,6,0.0,-5,-7,3
CC(=O)N(CCc1cccc(C)c1)Cc1cc2cc(C)ccc2[nH]c1=O,-1,3,3,0.0,-4,-4,-1
CCN(C(=O)c1ccc(NC(=O)Cc2ccccc2)cc1)c1ccccc1,-2,-1,-19,0.0,-2,14,-10
N#Cc1ccc(-c2ccc(C3[C@@H]4CN(C(=O)c5ccccn5)C[C@H]3N4)cc2)cc1 (stereo partly drawn),-1,/,/,0.1&-0.1,12&8,-1&-2,-2&0
C[C@H](CO)N1C[C@H](C)[C@H](CN(C)C(=O)Nc2ccc(C(F)(F)F)cc2)Oc2ccc(NC(=O)Nc3cccc4ccccc34)cc2CC1=O,10,0,3,0.4,2,6,-6
Cc1ccc(S(=O)(=O)Nc2cccc3c2O[C@@H](CN(C)Cc2ccc(C(=O)O)cc2)[C@H](C)CN([C@H](C)CO)C3=O)cc1,-1,-1,-10,-0.3,-6,3,6
CC(C)Cn1c(SCC(=O)Nc2cc(Cl)c(Cl)cc2Cl)nc(O)cc1=O,-1,-1,-4,/,-4,3,6
Cc1ccc(S(=O)(=O)Nc2ccc3c(c2)CC(=O)N([C@H](C)CO)C[C@@H](C)[C@@H](CN(C)Cc2ccccc2)O3)cc1,3,-1,19,0.2,-45,?,3
CCn1c(SCc2cc(=O)n3ccsc3n2)nc2ccccc21,-1,-1,14,-0.1,-5,-5,-1
Cc1ccc(NC(=O)CSc2n[nH]c(-c3cccnc3)n2)cc1Cl,-26,0,3,/,-6,-1,3
CCOC(=O)C1=C(O)C(=O)N(c2ccc(S(N)(=O)=O)cc2)C1c1ccc(Br)cc1 (stereo not drawn),1,4,/,-0.2,-4,6,1
C[C@@H]1CCCCO[C@H](CN(C)Cc2ccncc2)[C@H](C)CN([C@H](C)CO)C(=O)c2cc(NC(=O)Nc3ccc4c(c3)OCO4)ccc2O1,2,-3,/,0.8,14,-1,3
COc1ccc(C(O)(CCN2CCCCC2)C2CCCCC2)cc1 (stereo not drawn),-5,0,4,0.0,0,-1,-3
O=C(c1ccccc1F)N1CC(=O)N2[C@H](C1)[C@H](c1ccc(-c3cccnc3)cc1)[C@@H]2CO,-2,/,/,0.0,5,0,-3
O=c1ccc2cc3c(-c4ccccc4)coc3cc2o1,-1,-8,4,-0.1,1,2,-4
Cc1c(C(c2ccc(O)cc2)c2c(C)n(C)n(-c3ccccc3)c2=O)c(=O)n(-c2ccccc2)n1C,-5,-7,/,/,-10,0,-10
COc1ccc(/C=N/Nc2cc(C)nc3ccc(Br)cc23)cc1,-3,-8,-47,0.2,-2,3,1
C[C@H](O)[C@@]1(O)CC[C@H]2[C@@H]3CC[C@@H]4C[C@H](O)CC[C@]4(C)[C@H]3CC[C@@]21C,0,2,8,/,-21,-20,3
O=S(=O)(NC(CO)Cc1ccccc1)c1ccc(Br)cc1F (stereo not drawn),/,-1,9,0.4,0,1,-1
CCCC(=O)N1CCC2(CC1)CN(C(=O)Nc1c(C)noc1C)[C@@H](CO)c1c2c2ccc(OC)cc2n1C,-4,/,/,-0.3,3,?,1
Cc1ccc(C)c(S(=O)(=O)NC(C)CCc2ccccc2)c1 (stereo not drawn),-39,10,-4,/,-3,6,6
CCOc1ccc2nc(NC(=O)C3CCN(S(=O)(=O)c4cnc[nH]4)CC3)sc2c1,-2,2,-10,0.1,-3,2,-2
CC(C)Cc1nn2c(=O)cc(COc3ccc(NC(=O)c4ccco4)cc3)nc2s1,-3,1,-2,/,7,-5,5
CCCCCCCCN1C(=O)[C@H](CC(=O)N2CCCC2)C[C@@]2(C(=O)OCC)CCCC=C12,3,/,/,-0.2,-1,-4,0
C/C(=N\NC(=O)Cc1ccc(Cl)cc1)c1ccccc1O,-21,-11,0,-0.1,-5,-8,1
O=C(COC(=O)c1cc(S(=O)(=O)N2CCCCC2)ccc1N1CCOCC1)c1ccc(F)cc1,-1,/,/,2.3,-4,8,-4
COc1cc(CNc2ncc(-c3ccc(Br)cc3)n2C)cc(OC)c1OC,5,-3,-9,/,0,0,2
Cn1nnnc1SCC(=O)N(C1CCCCC1)C1CCS(=O)(=O)C1 (stereo not drawn),2,/,/,/,-7,8,5
COc1ccc(CNC(=O)CN(Cc2ccc(F)cc2)C(=O)CCC(=O)Nc2nccs2)cc1,4,7,-6,-0.2,-3,-3,-1
CC(=O)Nc1cccc(-n2nnc(SCC(=O)N(C)c3ccccc3)n2)c1,0,-1,7,0.6,2,6,-1
CCn1c(SCC(=O)Nc2cc(C)nn2-c2ccccc2)nnc1-c1cccs1,-1,/,-8,1.2,-4,-5,5
O=C(Cn1nc(-c2ccccc2)ccc1=O)Nc1ccc(NC(=O)c2ccccn2)cc1,0,0,/,/,1,8,-5
COc1ccc(S(=O)(=O)N(C)C[C@H]2OCCCC[C@@H](C)Oc3ccc(NC(=O)NC(C)C)cc3C(=O)N([C@@H](C)CO)C[C@@H]2C)cc1,0,1,/,0.1,-1,4,2
COCC(=O)N1[C@H](CO)[C@@H](c2ccccc2)C12CN(C(=O)c1cccc(F)c1)C2,0,/,/,-0.1,4,3,-1
COCCNC(=O)c1ccc(CS(=O)(=O)c2ccccc2C)o1,-1,-2,10,-0.1,-5,1,4
CCCC(=O)Nc1ccc2c(c1)C(=O)N(C)[C@@H]1CC[C@H](CC(=O)N3CCc4ccccc4C3)O[C@H]1CO2,/,5,-17,0.0,/,2,/
C[C@H](CO)N1C[C@H](C)[C@@H](CN(C)S(=O)(=O)c2ccc(F)cc2)Oc2ccc(NS(=O)(=O)c3cn(C)cn3)cc2CC1=O,-1,/,12,-0.5,11,-1,2
C[C@H]1CN([C@@H](C)CO)C(=O)CCCn2nncc2CO[C@@H]1CN(C)C(=O)Nc1ccccc1,28*,0,-11,0.1,3,5,0
O=C(CSc1cccc2cccnc12)N/N=C/c1ccc(F)cc1,-9,/,/,11,0,11,3
CN1CCCC(OC(=O)c2cccc(S(=O)(=O)N3CCCCCC3)c2)C1 (stereo not drawn),-2,0,/,7.1,3,2,0
O=C1[C@H]2[C@@H](c3ccccc3)N[C@]3(CCCN(Cc4ccc(F)cc4)C3=O)[C@H]2C(=O)N1Cc1ccccc1,3,-4,8,1.4,1,-2,-1
# Later entries:
SMILES,SIRT5 inh,PglD inh,C2C12 statin,E-sel inducer,S100A4 MyoIIA,DENV2 CPE,ERp5 block
COc1cc(/C=N/NC(=O)c2ccc(CSc3nc4ccccc4[nH]3)cc2)ccc1O,0,/,/,/,1,7,1
COc1cc(OC)cc(C(=O)Nc2nc(CC(=O)NCCc3ccccc3)cs2)c1,1,/,/,-0.1,0,-3,1
CCN1CCN(CCNC(=O)c2ccc(CS(=O)(=O)c3c(Cl)cccc3Cl)o2)CC1,/,1,17,0.8,8,?,0
CC(=O)N1CCCC(C)(C(=O)Nc2ccc3oc(C)nc3c2)C1 (stereo not drawn),-5,1,5,0.3,4,-3,3
CNC[C@H]1Oc2c(NC(=O)Nc3ccc4c(c3)OCO4)cccc2C(=O)N([C@@H](C)CO)C[C@@H]1C,-3,-2,-14,0.0,4,-6,3
O=C1CC(C(=O)O)S/C(=N\NC(=O)c2ccccc2)N1 (stereo not drawn),-2,-1,20,/,-4,-9,7
CC(=O)c1cccc(CN2CCN(Cc3ccc(F)cc3)C(CCO)C2)c1 (stereo not drawn),-3,/,/,0.1,0,-3,-3
C[C@@H]1CCCCO[C@@H](CN(C)C(=O)Nc2ccccc2)[C@H](C)CN([C@@H](C)CO)C(=O)c2cc(NC(=O)Nc3ccccc3)ccc2O1,13,1,/,-0.1,-10,11,1
CN(C)CCCn1c2c(c(SCC(=O)Nc3ccc4c(c3)OCO4)nc1=O)CCC2,-2,-4,14,1.3,-4,1,7
Cc1ccc(C)c(NC(=O)COC(=O)Cn2c(C)csc2=O)c1,-6,4,-2,0.8,0,-2,1
O=C(N/N=C/c1cc(Br)cc(Br)c1O)c1cccc(N2CCCC2=O)c1,2,1,1,/,7,4,-6
COc1cc2c(cc1OC)CN(CC(=O)Nc1ccccc1C(=O)NCc1ccccc1)CC2,0,3,-39,/,-1,-3,1
O=S1(=O)N[C@H](Cc2ccccc2)COc2cc(N3CCSCC3)ccc21,-1,/,/,-0.3,-3,2,13
O=C(NC[C@H]1N[C@@H](CO)[C@H]1c1ccc(-c2ccc(F)cc2)cc1)c1ccccn1,/,3,-30,-0.1,/,/,/
O=C(Nc1ccc(S(=O)(=O)N2CCOCC2)cc1)c1cccnc1,-2,/,/,/,4,5,5
COc1ccc(NC(=O)COC(=O)CCC(=O)c2cccs2)cc1OC,3,1,17,/,18,-3,-5
COc1ccc(CCNC(=O)C2CCCN(S(C)(=O)=O)C2)cc1 (stereo not drawn),-3,-2,1,/,-3,-3,3
COc1ccc(-c2cc(C(F)F)n3ncc(C(=O)N4CCc5ccccc54)c3n2)cc1,-4,-3,-34,/,3,5,-5
Cc1ccc(Sc2ccc(NC(=O)c3ccc(F)cc3)cc2C#N)cc1,-3,-10&0,4,0.1,-4,10,-3
O=C(Nc1ccc2c(c1)OCCO2)C1c2ccccc2OCC(=O)N1Cc1cccnc1 (stereo not drawn),0,/,/,-0.2,-1,-19,-6

# Filtered by structure, those above with a thiophene ring, fused or not.
SMILES,SIRT5 inh,PglD inh,C2C12 statin,E-sel inducer,S100A4 MyoIIA,DENV2 CPE,ERp5 block
Nc1c(-c2cccs2)nc2ccccn12,-1,2,6,0.4,1,-9,-1
CCn1c(SCC(=O)Nc2cc(C)nn2-c2ccccc2)nnc1-c1cccs1,-1,/,-8,1.2,-4,-5,5
COc1ccc(NC(=O)COC(=O)CCC(=O)c2cccs2)cc1OC,3,1,17,/,18,-3,-5

# Remaining list, next part
SMILES,SIRT5 inh,PglD inh,C2C12 statin,E-sel inducer,S100A4 MyoIIA,DENV2 CPE,ERp5 block
CCN1CCCC1CNC(=O)C(=O)NC (stereo not drawn),-3,5,9,3.0,8,/,0
CSc1ccccc1NC(=O)CN(C)C(=O)/C=C/c1ccccc1,-8,7,1,/,6,?,-2
COc1ccc(S(=O)(=O)Nc2cccc3c2O[C@H](CN(C)S(=O)(=O)c2ccc(C)cc2)[C@H](C)CN([C@H](C)CO)C3=O)cc1,/,-2,5,-0.1,/,-11,/
Cc1nn(-c2ccccc2)c(C)c1/C=N/n1cnnc1,0,/,/,1.5,1,10,1
